Screens: PubChem, several laboratories
TRAIL sens C8 = caspase-8 TRAIL sensitization. NB7+C8 cells + TRAIL, ATPlite viability luminescence. inhibition (viability loss, TRAIL sensitization), % at 10 µM. 360,000 compounds, 1% hits. AID 624354;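 active = compounds causing at least 50% loss of cell viability in the single-dose screen, relative to plate controls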
SRC1 inh = human NCOA1 inhibition | 360,000 compounds, 0.12% hits | AID 588354 | inhibition, % at 3.6 µM | HEK293 GAL4-SRC1 luciferase reporter, luminescence;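 active = inhibition above the campaign mean plus 3 SD, with each screening campaign given its own cutoff, cut at about 60% in these data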;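 note: 0% = DMSO treated cells and 100% = gossypol at 36 µM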
TWEAK-Fn14 inh = blocks TWEAK-Fn14 interaction in a reporter cell assay. TWEAK-stimulated Fn14 reporter cells, luciferase luminescence, 8 h. 360,000 compounds, 2% hits. inhibition, % at 10 µM. AID 1159606; in the data active = inhibition above about 50%
NR5A2 inv ag = inverse agonists of human LRH-1 (NR5A2); HEK293T StAR-luciferase reporter, LRH-1 transfected, 24 h; 360,000 compounds, 0.13% hits; AID 602396; inhibition, % at 3.6 µM;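 active = inhibition above the mean inhibition of all tested compounds plus 3 SD, cut at about 73% in these data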;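 note: 0% = DMSO wells and 100% = reporter-only cells lacking LRH-1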
Target sequence (O00482 whole entry, looked up): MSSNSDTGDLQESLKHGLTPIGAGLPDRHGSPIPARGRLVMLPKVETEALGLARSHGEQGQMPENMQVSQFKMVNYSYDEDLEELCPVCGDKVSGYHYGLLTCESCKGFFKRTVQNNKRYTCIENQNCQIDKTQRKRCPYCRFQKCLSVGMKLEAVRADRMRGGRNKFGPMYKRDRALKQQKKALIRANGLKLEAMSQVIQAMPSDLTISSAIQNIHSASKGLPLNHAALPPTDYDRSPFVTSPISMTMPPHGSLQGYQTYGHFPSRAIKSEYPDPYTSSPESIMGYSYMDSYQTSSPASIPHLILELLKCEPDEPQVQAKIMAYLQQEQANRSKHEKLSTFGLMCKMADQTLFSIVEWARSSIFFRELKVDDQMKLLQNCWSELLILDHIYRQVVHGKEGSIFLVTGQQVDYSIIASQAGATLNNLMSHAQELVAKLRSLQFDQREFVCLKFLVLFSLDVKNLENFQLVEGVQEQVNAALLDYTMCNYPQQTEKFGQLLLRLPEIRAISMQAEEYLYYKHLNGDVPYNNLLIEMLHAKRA
COUP-TFII inh = NR2F2 (human) inhibition, primary screen | 370,000 compounds, 0.7% hits | P24468 | inhibition, % at 8.6 µM | AID 686940 | HEK293T NGFI-A luciferase reporter, luminescence;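 active = inhibition above a per-plate cutoff, mean inhibition of test wells between control levels plus 3 SD, cut at about 38% in these data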;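 note: cells cotransfected with COUP-TFII expression vector driving the NGFI-A reporter; 0% = median of COUP-TF2 test wells and 100% = reporter-only cells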
Target sequence (P24468 whole entry, looked up): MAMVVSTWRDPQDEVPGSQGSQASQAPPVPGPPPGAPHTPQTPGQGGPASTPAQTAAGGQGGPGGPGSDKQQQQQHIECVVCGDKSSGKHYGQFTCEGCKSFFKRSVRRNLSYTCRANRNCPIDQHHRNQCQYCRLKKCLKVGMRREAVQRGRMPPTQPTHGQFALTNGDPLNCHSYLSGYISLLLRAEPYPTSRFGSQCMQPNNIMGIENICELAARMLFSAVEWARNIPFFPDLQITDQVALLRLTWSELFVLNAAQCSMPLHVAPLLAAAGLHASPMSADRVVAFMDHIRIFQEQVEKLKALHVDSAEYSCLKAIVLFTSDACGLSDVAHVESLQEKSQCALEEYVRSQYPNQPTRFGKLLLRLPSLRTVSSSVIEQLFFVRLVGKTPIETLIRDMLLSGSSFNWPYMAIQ
CF NFkB inh = cystic fibrosis NF-kB activation inhibition. 360,000 compounds, 0.86% hits. AID 588850. inhibition, % at 5 µM. KKLEB NF-kB-GFP reporter, PAF-induced, GFP fluorescence overnight;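 active = at least 50% inhibition at 5 µM, scaled per plate between neutral and stimulator controls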;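 note: PAF is a Pseudomonas aeruginosa culture filtrate used as stimulus; plate controls were PAF-stimulated DMSO wells for no effect and unstimulated DMSO wells for full effect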
Shn3 inh set2 = reduces Shn3 3'UTR luciferase signal in osteoblasts; 360,000 compounds, 0.52% hits; Clone20 osteoblast Shn3 3'UTR firefly luciferase, 24 h; inhibition, % at 12.5 µM;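 active = mean inhibition of at least 75% with every replicate also reaching 75%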;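 note: 0% = median of neutral control wells and 100% = pilot-screen positive control compound; some compounds past the cut are filed as inactive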
EBV LMP1 NFkB = inhibitors of Epstein-Barr LMP1-induced NF-kappaB reporter | LMP1-induced NF-kappaB luciferase reporter cells, luminescence | inhibition, % at 12.5 µM | 350,000 compounds, 0.69% hits; in the data active = inhibition above about 41%;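 note: 0% = neutral control wells and 100% = reference inhibitor control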
KKLEB tox = counter-screen for CF NF-kB inhibitors: cytotoxicity; KKLEB CF airway cells viability, ATPlite luminescence, overnight; hits give low values; cells stimulated with P. aeruginosa culture filtrate; activity change (cytotoxicity), % at 5 µM; 360,000 compounds, 0.36% hits; AID 602141;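 active = corrected activity change at or below -50% at 5 µM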
TROY signal inh = inhibitors of TROY-dependent NF-kB signaling. Q293 LMP1-TROYcd NF-kB luciferase reporter, 4 h. inhibition, % at 10 µM. 360,000 compounds, 0.98% hits. AID 1347056;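 active = compounds whose plate-normalised and pattern-corrected inhibition of the luciferase reporter signal at the single screening dose is 50% or more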
NCOA3 inh = inhibitors of human steroid receptor coactivator 3 (SRC3); inhibition, % at 3.6 µM; HEK293 GAL4-SRC3 luciferase reporter, luminescence; 360,000 compounds, 0.17% hits; Q9Y6Q9;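 active = inhibition above a per-campaign cutoff, the mean of all compounds plus 3 SD, cut at about 60% in these data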;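 note: 0% = DMSO-treated cells and 100% = gossypol-treated cells at 36 µM; higher means less SRC3-driven luciferase light from the GAL4 reporter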
Numbers without * were called inactive; · = not tested or not shown. These rows are one share of the data; rates above refer to the full screens.

SMILES	TRAIL sens C8	SRC1 inh	TWEAK-Fn14 inh	NR5A2 inv ag	COUP-TFII inh	CF NFkB inh	Shn3 inh set2	EBV LMP1 NFkB	KKLEB tox	TROY signal inh	NCOA3 inh
CCOC(=O)C1CCCN(C(=O)COc2ccccc2F)C1 (stereo not drawn)	1	-3	-5	0	5	-2	3	-6	-9	3	6
Cc1cc(S(=O)(=O)N2CC(=O)N(CCc3ccccc3)C(=O)C2)ccc1F	-17	-5	-9	-8	7	-4	-4	1	-27	6	10
Cc1cc2nc(-c3ccc[nH]c3=O)n(Cc3ccc(F)cc3)c2cc1C	-9	-2	-9	-19	-12	-8	-1	-7	9	-32	-37
O=c1cc(CN2CC(O)Cc3ccc4ccccc4c32)nc2sccn12 (stereo not drawn)	-4	-2	2	-4	19	22	7	-3	-4	-13	17
CCNc1nc(NCC)n2c(SCC(=O)O)nnc2n1	3	3	-5	-6	-4	-11	1	-1	-30	-23	13
O=C(OCn1nnc2ccccc2c1=O)c1ccc(N2CCOCC2)c([N+](=O)[O-])c1	-6	-7	-24	23	-6	15	5	4	2	6	9
CC(C)c1ccc(/C=C/C(=O)N2CCc3ccccc3C2)cc1	-15	1	-39	-16	-4	4	6	-3	9	-15	7
CCC/C(=C1/c2ccccc2C(=O)N1c1ccccc1)c1ccc2[nH]ccc2c1	31	-15	43	11	16	36	10	-9	-2	46	3
O=C(Cn1cnc([N+](=O)[O-])n1)N/N=C/c1cccc2ccccc12	-2	-10	-8	1	-2	4	-8	-6	12	-11	-1
S=C1NC2(CCCCC2)N=C1c1ccccc1	-7	-29	0	4	-3	1	4	1	-4	-26	-2
COc1ccc(OCCOc2ccccc2[N+](=O)[O-])cc1	7	-30	-37	-53	-42	-7	-14	1	-9	-73	-35
Cc1csc(=O)n1CC(=O)OCC(=O)Nc1cc([N+](=O)[O-])ccc1Cl	6	3	10	25	-2	-15	-3	1	-12	5	-1
Cc1ccc(S(=O)(=O)N2CCOCC2)cc1NC(=O)COC(=O)C1=COCCO1	-3	-15	-2	-10	3	3	3	-4	14	1	10
CCOC(=O)c1nn(-c2ccccc2)cc1O	9	-108	-27	-56	-53	-2	-54	5	10	-30	-66
COc1ccc(-c2nc3ncccn3c2Br)cc1	15	-75	0	-70	-23	-47	-60	-19	13	-32	-42
OCCC1CN(Cc2ccc3c(c2)CCO3)CCN1C1CCCC1 (stereo not drawn)	-6	2	-19	-16	-12	-3	8	15	-5	-7	-7
CC(NC(=O)C1CCCN(S(=O)(=O)c2cnc[nH]2)C1)c1ccccc1 (stereo not drawn)	3	-2	-15	8	-16	-6	12	3	13	-4	-8
Cc1ccc(N(C(=O)CS(=O)CC(=O)Nc2ccc(F)cc2)C(C(=O)NC2CCCCC2)c2ccco2)cc1 (stereo not drawn)	-4	22	-4	-5	7	1	14	0	3	-1	5
CC(C)(C)NC(=O)NC(=O)CN1CCN(c2ccc(O)cc2)CC1	22	3	28	12	-9	-13	87*	-4	5	3	22
COc1cccc(CNC(=O)C2CCN(S(=O)(=O)N3CCCCC3)CC2)c1	-6	-14	0	0	-4	4	-26	6	1	-1	-28
COCCOCC(O)CN1CCN(c2ccccc2)CC1 (stereo not drawn)	3	3	-24	-27	12	10	2	-3	-2	-4	12
O=C(C1CC1)N1CCC(c2nc(-c3ccc(S(=O)(=O)N4CCCC4)cc3)no2)CC1	10	-10	2	37	6	5	6	-7	-1	8	-3
C[C@@H]1CN([C@H](C)CO)C(=O)CCCn2nncc2CO[C@@H]1CN(C)C(=O)c1ccccc1	-9	12	24	5	-8	-9	-13	-5	17	-5	-4
Cc1ccc2oc(C(=O)N3CCN(Cc4ncccc4C)CC3)c(C)c2c1	11	-7	-37	-5	19	-12	0	4	0	6	21
CC(=O)c1sc(NC(=O)c2cnc(Cl)c(Cl)c2)nc1C	18	-93	11	-53	-16	-4	-48	-12	2	-40	-66
Cc1cc2c(c(=O)n1Cc1cccnc1)C(c1ccc(F)cc1)C(C#N)=C(N)O2 (stereo not drawn)	6	-16	33	5	-2	4	1	3	7	·	-7
Cc1ccc2[nH]c(=O)c(CN(CC3CCCO3)C(=S)NCc3ccco3)cc2c1 (stereo not drawn)	-2	-9	25	13	20	-5	5	10	-12	17	22
CCOC(=O)c1ccc(Oc2nc(NC)nc(OC)n2)cc1	-13	-2	-3	-19	-1	6	14	-39	-5	-4	-13
O=C(NCCc1ccccc1Cl)C1CCN(S(=O)(=O)c2cccs2)CC1	-16	3	0	-2	17	-4	-19	-3	10	-5	-8
Cc1ccc(C(=O)OCC(=O)c2cc(C)n(CC3CCCO3)c2C)cc1 (stereo not drawn)	32	-17	64*	-26	13	-1	-73	-15	5	72*	-16

Pulled by compound from the list above (5):
SMILES	TRAIL sens C8	SRC1 inh	TWEAK-Fn14 inh	NR5A2 inv ag	COUP-TFII inh	CF NFkB inh	Shn3 inh set2	EBV LMP1 NFkB	KKLEB tox	TROY signal inh	NCOA3 inh
Cc1cc2c(c(=O)n1Cc1cccnc1)C(c1ccc(F)cc1)C(C#N)=C(N)O2 (stereo not drawn)	6	-16	33	5	-2	4	1	3	7	·	-7
CC(=O)c1sc(NC(=O)c2cnc(Cl)c(Cl)c2)nc1C	18	-93	11	-53	-16	-4	-48	-12	2	-40	-66
O=C(C1CC1)N1CCC(c2nc(-c3ccc(S(=O)(=O)N4CCCC4)cc3)no2)CC1	10	-10	2	37	6	5	6	-7	-1	8	-3
CCOC(=O)c1ccc(Oc2nc(NC)nc(OC)n2)cc1	-13	-2	-3	-19	-1	6	14	-39	-5	-4	-13
CC(C)(C)NC(=O)NC(=O)CN1CCN(c2ccc(O)cc2)CC1	22	3	28	12	-9	-13	87*	-4	5	3	22

In the list so far, these have an NH in an aromatic ring:
SMILES	TRAIL sens C8	SRC1 inh	TWEAK-Fn14 inh	NR5A2 inv ag	COUP-TFII inh	CF NFkB inh	Shn3 inh set2	EBV LMP1 NFkB	KKLEB tox	TROY signal inh	NCOA3 inh
Cc1cc2nc(-c3ccc[nH]c3=O)n(Cc3ccc(F)cc3)c2cc1C	-9	-2	-9	-19	-12	-8	-1	-7	9	-32	-37
CCC/C(=C1/c2ccccc2C(=O)N1c1ccccc1)c1ccc2[nH]ccc2c1	31	-15	43	11	16	36	10	-9	-2	46	3
CC(NC(=O)C1CCCN(S(=O)(=O)c2cnc[nH]2)C1)c1ccccc1 (stereo not drawn)	3	-2	-15	8	-16	-6	12	3	13	-4	-8
Cc1ccc2[nH]c(=O)c(CN(CC3CCCO3)C(=S)NCc3ccco3)cc2c1 (stereo not drawn)	-2	-9	25	13	20	-5	5	10	-12	17	22

(further entries)
SMILES	TRAIL sens C8	SRC1 inh	TWEAK-Fn14 inh	NR5A2 inv ag	COUP-TFII inh	CF NFkB inh	Shn3 inh set2	EBV LMP1 NFkB	KKLEB tox	TROY signal inh	NCOA3 inh
COc1ccc(NC(=O)CN(C)C(=O)c2oc3c(ccc4ccccc43)c2C)cc1	-8	-22	-16	23	-23	3	-19	-7	32	8	-25
O=C(O)c1ccc(NCc2ccncc2)cc1	-11	1	7	-3	0	6	1	-7	8	-13	15
CC(C)(C)c1ccc(-n2ncc3c2CCCC3NC(=O)c2csnn2)cc1 (stereo not drawn)	-6	-2	1	22	3	-15	31	-5	0	5	-3
CCC(NC(=O)c1cc(COc2ccc(C)nc2)on1)c1ccc(C)cc1 (stereo not drawn)	23	8	7	11	12	-5	10	8	7	16	-23
CCCSCCCNC(=O)c1ccc(C)c(NC(=O)C2=C(C)OCCS2)c1	-7	2	-5	7	-15	4	18	16	0	18	8
CCOc1cc(C#N)c(NC(=O)c2ccco2)cc1OCC	-1	11	22	18	-1	6	-1	25	-22	1	6
CCc1ccccc1NC(=O)CSc1nc2n[nH]c(C)c2c(=N)n1-c1ccc(OC)cc1	-5	-6	21	0	-15	-2	8	4	-7	-1	14
S=C(NCCCn1ccnc1)Nc1cccc(Cl)c1	-4	-6	-2	23	11	-22	0	0	0	1	-2
CN(CC1COc2ccccc2O1)C(=O)CSc1ncnc2sccc12 (stereo not drawn)	-1	-13	-12	7	-23	-3	-15	0	8	-7	-36
CCN(c1ccccc1)S(=O)(=O)c1nnc(NC(=O)CC(C)C)s1	-10	-4	6	13	13	-13	17	9	10	-9	-17
O=C(NC(=S)Nn1cnc2c(cnn2-c2ccccc2)c1=O)c1ccc(Cl)cc1	-9	1	1	4	20	1	-20	8	-12	-17	0
CC1(C)C(=O)OC(c2cccs2)C(C)(C)C1=O (stereo not drawn)	-6	1	14	-1	12	5	-8	5	4	-10	16
CCCC(NC(=O)CCc1c(C)c2cc3c(C)c(C)oc3cc2oc1=O)C(=O)NC(Cc1ccc(Cl)cc1)C(=O)O (stereo not drawn)	0	-1	15	28	-2	16	8	·	-12	-12	7
Cn1c(N)c(C(=O)CSc2nnc(C3CC3)n2Cc2ccccc2)c(=O)n(C)c1=O	0	-14	-2	-1	3	19	7	-3	8	-5	6
Cn1c(SCC(=O)c2ccccc2)nnc1-c1cccs1	4	-45	-10	-47	-41	4	-40	-12	-2	-32	-26
Cc1[nH]c2ccccc2c1C(=O)COC(=O)C1CC(=O)N(Cc2ccco2)C1 (stereo not drawn)	-20	-11	23	11	5	-20	-13	-4	9	-2	17
CC1CC(C)CN(CCCNC(=O)c2ccc3c(SCC(=O)O)c4c(nc3c2)CCC4)C1 (stereo not drawn)	-6	3	16	14	-2	-4	6	-5	4	-12	5
O=C(O)c1ccccc1C(=O)NC1CCCCNC1=O (stereo not drawn)	-7	0	21	-1	10	13	-1	4	0	-10	9
CCOc1ccc2nc(N3CCCC(C(=O)N4CCN(CC)CC4)C3)sc2c1 (stereo not drawn)	17	-19	-50	-19	-2	14	3	-2	1	-48	-71
O=C(CSc1ncn[nH]1)Nc1ccc(OCc2ccccc2)cc1	-3	-25	-9	-29	-2	16	9	-8	10	-56	-43
Cc1sc2nc(COC(=O)c3c(F)cccc3F)[nH]c(=O)c2c1C	-19	15	-10	-9	-3	-13	0	-1	1	-35	5
Cc1nn(Cc2ccccc2)c(Cl)c1C(=O)OCC(=O)NC(=O)NC12CC3CC(CC(C3)C1)C2	2	0	22	3	16	6	11	-5	-11	1	12
O=C(CN1CCN(Cc2ccccc2)CC1)Nc1cccc(Cl)c1	5	11	-11	11	-6	8	-20	-1	-5	-5	-1
